Assay outcomes as filed in PubChem.
ROC1-CUL1 inh – inhibitors of human ROC1-CUL1 ubiquitin ligase activity. in vitro K48 di-Ub FRET, acceptor:donor ratio, 45 min. 140,000 compounds, 0.6% hits. inhibition, % at 10 µM; in the data active means inhibition above about 25%
Target sequence (P62877 whole entry, looked up): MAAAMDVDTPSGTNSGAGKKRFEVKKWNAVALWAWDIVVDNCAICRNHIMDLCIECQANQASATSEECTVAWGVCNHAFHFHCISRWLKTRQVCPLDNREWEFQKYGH
Target sequence (Q13616 whole entry, looked up): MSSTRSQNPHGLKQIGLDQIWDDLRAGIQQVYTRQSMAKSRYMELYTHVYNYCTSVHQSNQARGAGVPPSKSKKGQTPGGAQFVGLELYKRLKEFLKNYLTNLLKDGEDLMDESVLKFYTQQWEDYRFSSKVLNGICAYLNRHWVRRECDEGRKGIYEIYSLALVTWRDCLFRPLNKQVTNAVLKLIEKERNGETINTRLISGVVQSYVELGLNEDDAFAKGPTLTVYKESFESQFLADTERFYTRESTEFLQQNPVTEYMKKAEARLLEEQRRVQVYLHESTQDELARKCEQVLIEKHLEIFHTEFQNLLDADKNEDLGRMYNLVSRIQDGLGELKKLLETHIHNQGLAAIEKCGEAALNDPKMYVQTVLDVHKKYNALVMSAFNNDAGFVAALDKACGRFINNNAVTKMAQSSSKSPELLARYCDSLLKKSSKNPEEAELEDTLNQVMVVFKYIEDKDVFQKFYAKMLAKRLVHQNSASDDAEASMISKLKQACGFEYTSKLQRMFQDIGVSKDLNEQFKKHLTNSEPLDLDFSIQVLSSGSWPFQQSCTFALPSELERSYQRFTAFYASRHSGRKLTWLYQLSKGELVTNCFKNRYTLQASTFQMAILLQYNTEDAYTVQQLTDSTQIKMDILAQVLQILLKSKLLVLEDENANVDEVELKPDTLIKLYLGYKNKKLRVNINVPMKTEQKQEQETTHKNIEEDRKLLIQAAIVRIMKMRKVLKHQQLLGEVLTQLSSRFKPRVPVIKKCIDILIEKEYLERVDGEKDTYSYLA
* = called active by the depositor. The list is partial; the hit share may differ from the screen's.

SMILES,ROC1-CUL1 inh
Cn1nc(C(F)(F)F)c2cc(C(=O)NCCc3cc(=O)[nH]cn3)sc21,2
CCN(CC)c1ccc(CN(C(=O)Cc2coc3ccc(C)cc23)C2CCS(=O)(=O)C2)cc1 (stereo unspecified),-9
CC1CN(CC(=O)NCC(c2cccnc2)N2CCOCC2)Cc2cc(Cl)ccc2O1 (stereo unspecified),0
CCOc1ccc(CC(=O)NCCc2csc(-c3ccc(C(F)(F)F)cc3)n2)cc1,6
NC(=O)COc1ccc(-c2nc3sc4c(c3c(=O)[nH]2)CCCCC4)cc1Br,-7
Nc1ccccc1Sc1ccnc2cc(Cl)ccc12,0
O=C(Oc1ccccc1)c1ccccc1OS(=O)(=O)c1ccc2ccccc2c1,5
Brc1ccc(-c2cn3ccncc3n2)cc1,29*
CCCCOC(=O)c1cccc(N2C(=O)c3c(Br)c(Br)c(Br)c(Br)c3C2=O)c1,10
O=C(NC1CCC(O)CC1)C1CCCN(c2nc(-c3ccccc3)nc3c2CCC3)C1 (stereo unspecified),2
O=C1O/C(=C/Oc2cc(Cl)c(Cl)cc2Cl)c2ccccc21,-3
CC1C(=NC(=O)c2cc(-c3ccccc3O)on2)C(=O)N(c2ccccc2)N1C (stereo unspecified),-5
CCN=C1CC=CC=C(C(=O)/C=C/c2ccccc2Br)C1=O,36*
CCn1ncc(NC(=O)Cn2cc(-c3nc4cc(C)ccc4cc3C)cn2)n1,5
Cc1ccc(C(=O)Nc2nc(-c3cc(C)ccc3C)cs2)cc1,10
Cc1nn2c(-c3ccco3)ccnc2c1-c1ccc(Cl)cc1,-2
CCn1c(CNc2cccc(C(F)(F)F)c2)nnc1SCc1ccccc1,-2
O=C(CN1C(=O)S/C(=C/c2cccc(F)c2)C1=O)Nc1ccc(F)cc1,0
CC1CCc2cccc3c2N1C(=O)CC3=O (stereo unspecified),1
CCn1c(CNc2cccc(C(F)(F)F)c2)nnc1SCC(=O)Nc1ccccc1,4
COc1cccc(C(=O)NCc2nc(-c3ccccc3)no2)c1OC,-2
COC(=O)C1CCCCN1Cc1nc(-c2cccc(F)c2)oc1C (stereo unspecified),4
CCOc1ccc(C23CC4CC(CC(C4)C2)C3)cc1/C=C/c1nc2nc[nH]n2c(=O)c1[N+](=O)[O-],4
Cc1nnc(SCc2cc(=O)[nH]c(=S)[nH]2)s1,-2
Cc1c(C)n2c3c(=O)n(Cc4ccccc4Cl)c(=O)n(C)c3nc2n1CCO,-2
CC(NC(=O)c1cccc(OC2CCN(S(C)(=O)=O)CC2)c1)c1cccs1 (stereo unspecified),0
Cc1sc2c(c1C)c(=O)n(-c1ccc(Cl)cc1)c(=O)n2Cc1cc(=O)n2cc(Br)ccc2n1,-4
Cc1nc(N)nc(N)c1/C=C/C1(c2ccc(Cl)cc2)CC1,3
CN(Cc1ccncn1)C(=O)c1csc2nc(-c3ccccc3)cn12,-14
O=C1/C(=C\c2cccc(F)c2)SC(=Nc2ccccc2)N1C1CCCCC1,3
O=C(Cc1cccnc1)N1CCOc2ccc(C(O)C(c3ccccc3)c3ccccc3)cc2C1 (stereo unspecified),1
COc1cccc(-n2c(SCC(=O)c3ccc(Cl)cc3)nc3c([nH]c4ccccc43)c2=O)c1,-1
CN(C)OC(=O)c1ccc(-c2c[n+]3ccccc3n2C)cc1,3
CCOc1cc(C2C3=C(CC(C)(C)CC3=O)OC(=N)C2C#N)ccc1OC(F)F (stereo unspecified),4
CC(C)CCn1c(=O)c2sccc2n2c(CCCC(=O)NC3CCC(C)CC3)nnc12 (stereo unspecified),8
CCCSc1ncc(Cl)c(C(=O)Nc2c(C(=O)c3ccc(F)cc3)oc3ccccc23)n1,-2
Cc1c(C(=O)OC(C)C)sc2ncn(CC(=O)Nc3cccc4ccccc34)c(=O)c12,5
O=C(CSc1nnc2ccc3ccccc3n12)N1CCOCC1,8
O=S(=O)(c1cccnc1Nc1cccc(C(F)(F)F)c1)N1CCOCC1,12
Cc1ccc(Cl)cc1NC(=O)C(C)C,-3
CCC(=O)N1CCc2cc(Br)cc(S(=O)(=O)CCC(=O)N3CCN(c4ccccc4F)CC3)c21,-13
OCCCNc1nc(-c2ccccc2)nc2ccccc12,-2
COc1ccc(C(=O)c2coc(-c3ccccc3C(=O)O)c2C(=O)O)cc1,0
CCC(=O)N[C@@H]1c2ccccc2C2(CCN(Cc3cc(OC)ccc3OC)CC2)[C@H]1OCCOC,4
CC(=O)NCc1cc(=O)[nH]c(CC(c2ccccc2)c2ccccc2)n1,0
CC(=O)Oc1cc(C)c2c(=O)c(Oc3ccccc3)c(C)oc2c1,-15
Cc1ccc(CNC(=O)c2nc(SCc3ccc(F)cc3)ncc2Cl)cc1,-3
COc1ccc(Nc2cc(C)c3cc(NC(=O)c4cc(OC)cc(OC)c4)ccc3n2)cc1,6
NC(=O)c1ccc(C2CCCN2C(=O)c2ccc(-n3cnnn3)cc2)s1 (stereo unspecified),7
Cn1ncnc1-c1ccnc(NC2CCSC2)n1 (stereo unspecified),14

Some of these compounds in order of the ROC1-CUL1 inh value, smallest number first.
structure,ROC1-CUL1 inh
Cc1sc2c(c1C)c(=O)n(-c1ccc(Cl)cc1)c(=O)n2Cc1cc(=O)n2cc(Br)ccc2n1,-4
CCOc1cc(C2C3=C(CC(C)(C)CC3=O)OC(=N)C2C#N)ccc1OC(F)F (stereo unspecified),4
CCN=C1CC=CC=C(C(=O)/C=C/c2ccccc2Br)C1=O,36*

(cont.)
SMILES,ROC1-CUL1 inh
CCN(CC)c1ccc(NC(=O)c2ccc(Br)cc2)cc1,-18
CC1=NN(c2ccccc2)C(=O)C1c1ccccc1 (stereo unspecified),3
COc1ccc(C2CC(C(F)(F)F)n3nc(C(=O)N4CCN(C(=O)c5ccccc5)CC4)c(Cl)c3N2)cc1OC (stereo unspecified),-4
CC(=O)N1N=C(c2ccccc2)CC1c1ccccc1O (stereo unspecified),0
CN1CCCC(O)(CNCc2ccc3nonc3c2)C1=O (stereo unspecified),-8
O=C(CCCCCN1C(=O)c2ccccc2C1=O)N1CCCCC1,-10
Cc1ccc(C=Nc2ccc(-c3ccc(N=Cc4ccc(C)o4)cc3C)c(C)c2)o1,2
Cc1ccc(-c2csc(NC(=O)C3CCCO3)c2C(N)=O)cc1C (stereo unspecified),8
COc1ccc(C(=O)Nc2nnc(SCc3cc(=O)n4cccc(C)c4n3)s2)cc1,2
O=C(CC1(c2ccccc2Cl)CC(=O)N(C2CCCC2)C1=O)N1CC[C@@H]2CCCC[C@H]2C1 (stereo partly specified),-1
COc1ccc(S(=O)(=O)NCCc2cc3ccc(C)c(C)c3[nH]c2=O)cc1,-2
CCCNC(=O)c1cc(Cl)ccc1NC(=O)c1ccco1,-7
CSc1cccc(NC(=O)Nc2ccccc2OCc2cc(=O)n3cc(C)ccc3n2)c1,7
C=CCn1c(SCC(=O)c2ccc(Cl)cc2)nc2c(c1=O)C1(CCCCC1)Cc1ccccc1-2,-7
COC(=O)C1=C(c2ccccc2)c2ccccc2S(=O)(=O)N1CC(=O)Nc1cccc(C(C)=O)c1,-2
COc1cccc(N2CCN(S(=O)(=O)c3cc(Br)cc4c3N(C(=O)C3CC3)CC4)CC2)c1,2
c1ccc(OCCn2c(COc3ccccc3)nc3ccccc32)cc1,-9
CCc1cc(C(=O)Nc2c(C)nn(Cc3ccc(C)cc3)c2C)no1,-11
Cc1ccc(CCNC(=O)CCc2cn(Cc3ccccc3C)c3ccccc23)cc1,1
CCc1nonc1NC(=O)c1oc2ccc(Cl)cc2c1C,1
COc1ccc(OCC(=O)NCCS(=O)(=O)N2CCN(c3cccc(Cl)c3)CC2)cc1,-8
Cc1cc(-c2ccccc2)nc2cc(C(=O)Nc3c(F)cc(F)cc3Br)nn12,-13
COC(=O)[C@@H]1CCCN1C(=O)Cc1ccc(N2CCC(NC[C@H]3CCc4ccccc4O3)CC2)cc1,-2
CCn1c(/C=C/c2cccs2)nc2ccccc2c1=O,1
COc1ccccc1-c1noc(-c2ccc(NC(C)C)c([N+](=O)[O-])c2)n1,3
Cc1ccc(NCC(=O)c2ccccc2)cc1Cl,0
O=C1CC(c2nnc(Cc3ccc(F)cc3)o2)CN1c1ccccc1 (stereo unspecified),-3
Cc1ccc(S(=O)(=O)Oc2c(C=C3C(=O)CC(C)(C)CC3=O)[nH]c3ccccc23)cc1,16
COc1nc(C)nc2c(CN3CCCCC3)c(C)[nH]c12,0
O=C(Nc1ccc(NC(=O)C(F)(F)F)c([N+](=O)[O-])c1)C(F)(F)F,-4
Cc1cc(Cl)ccc1OC(C)C(=O)Nc1ccn(Cc2ccccc2Cl)n1 (stereo unspecified),2
CCOCc1nnc(NC(=O)C(C)(C)Oc2ccc(Cl)cc2)s1,9
Cc1ccccc1CS(=O)(=O)N1CCC(Cc2ccccc2)CC1,9
CCN(CC)CC(O)COc1cc(CN2CCN(C3CCCC3)C(=O)C2)ccc1OC (stereo unspecified),6
CC(C)(C)c1ccc(S(=O)(=O)N2CCC(Oc3ccc(-n4cnnn4)cc3)CC2)cc1,-9
CN(CCc1ccccc1)C(=O)CCc1nnc(-c2ccc3c(c2)OCO3)o1,10
Cn1c(=O)[nH]c(=O)c2c1nc(SCC(=O)c1ccc([N+](=O)[O-])cc1)n2CCc1ccccc1,3
CCCCCCOc1ccc(C(=O)Oc2ccc(CCCCC)c(F)c2)cc1,-3
CC(C)(C)c1ccc(Oc2ccc(NC(=O)CCC(=O)OCC(=O)c3ccccc3)cc2)cc1,7
CCn1c(CC2C(=O)Nc3ccccc32)nc2ccccc2c1=O (stereo unspecified),4
O=c1[nH]c2ccc(Cl)cc2c(-c2ccccc2)c1N1CCN(Cc2ccccc2)CC1,-3
COc1cc2c(=O)n(CCC(=O)NCC3CCCO3)c(=O)n(CC(=O)Nc3ccc(C)cc3C)c2cc1OC (stereo unspecified),3
O=C(CSc1nnc(CNC(=O)c2cccc(F)c2)n1-c1ccccc1)Nc1ccccc1F,5
CCOc1ccc(-n2c(=O)c3c(C)c(C)sc3n(CC(=O)NCCc3ccccc3)c2=O)cc1,0
COC(=O)c1c(I)c(I)nn1C,3
CS(=O)(=O)c1ccc(C(CN2CCN(c3ccccc3)CC2)OC(=O)c2ccc([N+](=O)[O-])cc2)cc1 (stereo unspecified),0
CC(=O)C(C(C)=O)C(c1ccccc1)c1cccc(C(F)(F)F)c1 (stereo unspecified),11
O=C(CN1CCC(Cc2ccccc2)CC1)NC1CCCCC1,4
Cc1nnc(N/N=C/c2ccc(-c3ccccc3F)o2)n1N,-11
NP(=NS(=O)(=O)c1ccccc1)(c1ccccc1)c1ccccc1,7

Next part.
SMILES,ROC1-CUL1 inh
Cc1c(C(=O)NCc2ccccc2)oc2ccc(S(=O)(=O)N3CCC(C)CC3)cc12,-1
Cc1ccc(Cn2cc(CCC(=O)NCc3ccc(OC(C)C)cc3)c3ccccc32)cc1,2
CCCOc1ccc(-c2csc3ncn(Cc4ccccc4F)c(=O)c23)cc1,0
CCCN1CCN(S(=O)(=O)c2ccc(Br)cc2)CC1,3
CCN(CC)c1ccc(/C=N/N=CC2C(=O)N(CC)c3cc(C4=NNC(=O)CC4)ccc32)cc1 (stereo unspecified),7
COc1ccc(F)c(CC2(CCC(=O)NC3Cc4ccccc4C3)CCC(=O)N2)c1 (stereo unspecified),1
Nc1c(-c2nc(-c3ccc(Cl)cc3)cs2)c2ccccn2c1C(=O)c1ccc2c(c1)OCO2,-2
C#CCOc1c(Cl)cc(C2CC(=O)Nc3ccc4ccccc4c32)cc1OCC (stereo unspecified),1
COc1ccc(C(=O)Nc2ccc3nsnc3c2)cc1OC,-9
CC(C)CNC1CCCc2c1cnn2-c1ccccn1 (stereo unspecified),10
O=C(NCCCn1nnc2ccccc21)C1CCC(=O)N(CCN2CCOCC2)C1 (stereo unspecified),-5
O=C1c2ccccc2NC(c2cnc3ccccc3n2)N1O (stereo unspecified),1
Nc1nc(-c2ccccc2)c(N=Nc2c(Cl)cc(Cl)cc2Cl)s1,-2
O=C(Nc1ccccc1C(=O)NC1CCCCC1)c1ccco1,-5
CCc1csc(CNC(=O)c2ccc(N(C)Cc3cccnc3)nc2)n1,2
CSc1nccc(Sc2nc3ccccc3s2)n1,3
O=C(NCC(c1cccnc1)N1CCc2ccccc21)c1ccccc1Br (stereo unspecified),7
O=C(O)c1cc([N+](=O)[O-])c(Sc2nc3ccccc3[nH]2)c([N+](=O)[O-])c1,-5
Cn1cc(-c2ccnc(NCc3cccc(Cl)c3F)n2)cn1,-9
COc1ccc(NC(=O)CC2(c3ccc(OC)cc3)C(=O)c3ccccc3C2=O)cc1,3
O=S(=O)(Cc1ccc(Cl)c(Cl)c1)Nc1cccnc1,3
On1nnc2cc(C(F)(F)F)ccc21,-7
N#Cc1nc(-c2ccc(COc3ccccc3)o2)oc1NCc1ccccc1,0

Reprinted at random: 7 entries already listed
SMILES,ROC1-CUL1 inh
COc1cccc(-n2c(SCC(=O)c3ccc(Cl)cc3)nc3c([nH]c4ccccc43)c2=O)c1,-1
CCn1c(CC2C(=O)Nc3ccccc32)nc2ccccc2c1=O (stereo unspecified),4
Cc1sc2c(c1C)c(=O)n(-c1ccc(Cl)cc1)c(=O)n2Cc1cc(=O)n2cc(Br)ccc2n1,-4
Cc1ccc(Cl)cc1NC(=O)C(C)C,-3
CC(NC(=O)c1cccc(OC2CCN(S(C)(=O)=O)CC2)c1)c1cccs1 (stereo unspecified),0
COc1nc(C)nc2c(CN3CCCCC3)c(C)[nH]c12,0
O=C(CCCCCN1C(=O)c2ccccc2C1=O)N1CCCCC1,-10
